Screening results: PubChem, several laboratories
dFosB activator: activators of mouse delta FosB homodimer; P13346; purified delta FosB, TAMRA-CDK5 oligo fluorescence polarization; percent of positive-control signal above neutral wells; activation, % at 25 µM; actives 0.99% (n = 340,000);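 active means mean activation above about 17%, with every replicate also reaching it, limit read from the data, passing the limit was not always enough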;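 further: fluorescence polarization rise as delta FosB binds a TAMRA Cdk5 AP-1 oligo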
Rtt109 HAT inh: inhibitors of Candida albicans Rtt109/Vps75 histone acetyltransferase | inhibition, % at 34.9 µM | purified Rtt109/Vps75, ThioGlo CoA-SH fluorescence, 4 h | actives 0.16% (n = 330,000);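 active means inhibition of at least 50% in every replicate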
Target sequence (Q5AAJ8 whole entry, looked up): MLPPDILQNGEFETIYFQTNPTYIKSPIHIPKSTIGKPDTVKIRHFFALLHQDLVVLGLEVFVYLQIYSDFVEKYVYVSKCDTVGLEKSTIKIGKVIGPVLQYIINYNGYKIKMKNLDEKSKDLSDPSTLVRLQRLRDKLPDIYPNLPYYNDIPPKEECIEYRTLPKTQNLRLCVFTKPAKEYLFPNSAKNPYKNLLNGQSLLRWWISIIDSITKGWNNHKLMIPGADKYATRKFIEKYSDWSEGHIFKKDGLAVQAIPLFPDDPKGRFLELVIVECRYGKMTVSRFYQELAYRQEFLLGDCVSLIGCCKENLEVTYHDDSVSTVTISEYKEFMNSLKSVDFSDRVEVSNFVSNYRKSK
V-ATPase pHluor: yeast V-ATPase proton transport regulation by pHLuorin | response, % at 10 µM | actives 0.37% (n = 350,000) | S. cerevisiae, pHLuorin cytosolic pH fluorescence; in the data active means response mostly above about 7.3%, no sharp cut-off; inactive means mostly below about 5.4%; further: actives read high; inactives centre near 0; some compounds called inactive have numbers as strong as hits; reference of the scale not given here
Tat transport: E. coli Tat transport inhibition | E. coli MC4100 TorA-mCherry Tat export, fluorescence | inhibition, % at 10 µM | actives 0.036% (n = 340,000) | AID 488895;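 active means mean replicate inhibition at least 50% and at least half of replicates individually reaching 50%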;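 further: exported cargo escapes ClpAP degradation while cytoplasmic cargo is degraded and loses fluorescence; 0% = median of neutral control wells and 100% = median of NaSCN control wells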
MITF act: MITF TRPM1 promoter activation in melanoma cells; SK-MEL-5 TRPM1-promoter luciferase, 24 h; % of positive control, neutral wells = 0; activation, % at 12.5 µM; actives 0.75% (n = 300,000); AID 588334;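 active means mean activation of at least 80% with every replicate also reaching 80%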;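 further: 0% = neutral control wells and 100% = parthenolide positive control wells; values of inactives mirror those of a sister screen read the other way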
Wnt bcat act: activates Wnt/beta-catenin signaling in a reporter cell assay | activator, plate reader | activation, % at 9.35 µM | actives 1.2% (n = 300,000) | AID 743398; in the data active means activation above about 30%, passing the limit was not always enough;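 further: 0% = neutral control wells and 100% = positive control wells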
CAL PDZ FP-1: CAL PDZ (human) peptide binding inhibition; Q9HD26; purified CAL PDZ, TMR-peptide fluorescence polarization, 1 h; inhibition, % at 24.9 µM; actives 0.92% (n = 300,000); AID 602252;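 active means mean inhibition of at least 30% with at least half of replicates also reaching 30%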;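 further: 0% = DMSO neutral control and 100% = excess unlabeled competitor peptide PRC23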
CAL PDZ FP-2: inhibitors of human CAL PDZ peptide binding; Q9HD26; purified CAL PDZ, TMR-peptide fluorescence polarization, 1 h; inhibition, % at 20 µM; actives 0.02% (n = 330,000); AID 504414;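 active means highest replicate inhibition of at least 40%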;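 further: plate controls were DMSO neutral control wells for no effect and unlabeled competitor peptide control wells for full effect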
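System: tagged CAL PDZ domain. Schedule: 1 h room-temperature incubation prior to read. Signal: fluorescence polarization (mP). Measure: percent inhibition from loss of millipolarization.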
CDK5 inh: inhibitors of human CDK5/p35 kinase; Recombinant CDK5/p35, ADP-Glo luminescence, 60 min; inhibition, % at 10 µM; Q00535+Q15078; actives 0.01% (n = 330,000); AID 488839;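 active means highest replicate inhibition of at least 50% and at least 75% of replicates reaching 50%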;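 further: plate controls were DMSO neutral control for no effect and GW8510 at 10 µM for full effect; many of its hits are not listed in these tables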
Target sequence (Q00535 whole entry, looked up): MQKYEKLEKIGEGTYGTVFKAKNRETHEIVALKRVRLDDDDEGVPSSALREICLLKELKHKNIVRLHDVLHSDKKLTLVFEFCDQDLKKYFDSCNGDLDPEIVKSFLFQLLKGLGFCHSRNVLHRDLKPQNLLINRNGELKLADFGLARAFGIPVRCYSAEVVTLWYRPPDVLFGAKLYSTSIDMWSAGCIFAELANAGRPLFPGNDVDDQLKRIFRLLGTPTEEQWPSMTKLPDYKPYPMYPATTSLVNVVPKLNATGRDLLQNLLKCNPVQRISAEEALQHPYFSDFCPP
Target sequence (Q15078 whole entry, looked up): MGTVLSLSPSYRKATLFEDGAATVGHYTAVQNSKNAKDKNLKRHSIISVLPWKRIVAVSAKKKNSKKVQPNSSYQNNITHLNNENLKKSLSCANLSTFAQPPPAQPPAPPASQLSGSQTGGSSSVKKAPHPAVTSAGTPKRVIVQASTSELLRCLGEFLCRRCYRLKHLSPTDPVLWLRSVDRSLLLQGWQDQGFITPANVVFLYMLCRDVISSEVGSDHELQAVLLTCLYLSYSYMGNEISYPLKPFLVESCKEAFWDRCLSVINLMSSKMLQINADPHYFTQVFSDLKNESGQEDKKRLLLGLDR
RTF Ca sens act: increases calcium sensitivity of human cardiac regulated thin filaments; actives 0.24% (n = 340,000); P19429+P45379; activation, % at 7.2 µM; IANBD-labeled TnC RTF fluorescence at EC20 calcium; 0% EC20 calcium, 100% full calcium; AID 493008;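 active means activation above the mean over all tested compounds plus 3 SD, cut at about 30% in these data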;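 further: rise in fluorescence read as greater calcium sensitivity of cardiac thin filaments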
* hit, by the source's call; · = no result given. Random draw from the library. About 4.1% of those tested had a hit in this group.

Under each structure – dFosB activator	Rtt109 HAT inh	V-ATPase pHluor	Tat transport	MITF act	Wnt bcat act	CAL PDZ FP-1	CAL PDZ FP-2	CDK5 inh	RTF Ca sens act
CC(Sc1nncn1C)C(=O)Nc1ccccc1-c1ccccc1 (configuration not stated)
    -4	9	-1	-2	-6	·	-2	0.1	5.0	3
O=C(CNC(=O)c1ccccc1Cl)NCC(c1cccs1)N1CCOCC1 (configuration not stated)
    -6	-1	4	5	0	0	·	-0.3	0.1	0
CN1CCC(N(C)C(=S)NC(=O)c2cc(-c3cccc(Br)c3)nc3ccccc23)CC1
    0	2	-1	-4	-9	-3	3	-1.6	-0.5	2
COCCN(C(=O)COC(=O)Cc1ccc(Cl)cc1Cl)c1c(N)n(Cc2ccccc2)c(=O)[nH]c1=O
    -8	19	2	3	-1	2	-3	-2.1	-0.8	-5
CCC(Oc1ccccc1)C(=O)Nc1nc2ccccc2[nH]1 (configuration not stated)
    0	11	-1	1	41	7	-2	-2.1	0.3	8
O=C(CSc1ccccc1)Nc1ccc(NC(=O)c2ccco2)cc1
    -18	-8	1	13	17	2	-1	-1.8	-8.7	15
COc1ccc2c(C(=O)CN3CCC(C)CC3)c[nH]c2c1
    -2	6	5	-3	·	·	0	-1.2	1.5	3
COCCNC(=O)C(c1ccccc1C)N(CCOC)C(=O)Cn1nnc2ccccc21 (configuration not stated)
    -4	-5	3	2	4	-1	-5	·	0.1	2
CN(C(=O)c1cccc(NC(=O)Cc2ccc(NC(=O)C3CCN(C(=O)C4CCCC4)CC3)cc2)c1)C1CCCCC1
    -14	4	5	8	-3	0	-1	-2.2	0.0	-2
Cc1cc(C)c2nc(N3CCCN(C(=O)c4ccco4)CC3)c(C#N)cc2c1
    -1	-88	0	2	·	·	-4	-1.8	1.1	2
O=C(c1cc(Sc2ccc(Cl)cc2)nc2ccccc12)N1CCN(c2ccccn2)CC1
    -6	-3	-2	-8	12	1	-4	-1.1	-0.8	1
CCC/C(=C1/c2ccccc2C(=O)N1c1ccccc1)c1ccc2c(c1)OCO2
    -4	-9	1	-4	-12	0	-2	0.4	-1.3	4
CCOCCCNC(=O)Cn1cnc2c(cnn2-c2ccc(F)cc2)c1=O
    -1	-2	2	5	·	1	-5	0.5	0.6	-3
Cc1cc(C(=O)COC(=O)COc2ccccc2C#N)c(C)n1CC1CCCO1 (configuration not stated)
    -5	-6	-6	-1	-6	0	-2	0.2	-1.8	0
Cc1ccc(NC(=O)CCC(=O)c2cccs2)c(Br)c1
    -2	0	0	-5	86*	23	2	-2.5	0.2	3
COC(=O)c1ccc(Cn2nc(C)c(Cl)c2C)o1
    0	-6	0	3	3	-2	-1	-1.7	-0.3	-1
CCOCCCNC(=O)CCS(=O)(=O)Cc1ccc(C)cc1
    -4	-5	-1	4	-1	-2	0	-2.7	-0.6	-5
CSCCC(NC(N)=O)C(=O)Nc1ccc(F)c(Cl)c1 (configuration not stated)
    -3	5	3	-2	-5	-1	1	-1.8	0.9	-2
O=C(Oc1ccc2c(c1)OCO2)c1ccc(F)cc1Cl
    -1	-7	1	-1	37	3	-2	-2.3	0.9	5
CCCNS(=O)(=O)c1ccc(OCC(=O)NCc2ccco2)cc1
    -6	-2	-1	-1	·	·	-1	-2.9	-0.1	-4
CCNc1nc(C23CC4CC(CC(C4)C2)C3)cs1
    -4	9	0	-3	26	·	3	0.2	-2.6	4
O=C(CSc1nc(=O)n2ccccc2n1)N1CCC(Cc2ccccc2)CC1
    -13	21	8	0	2	-2	·	-2.4	1.5	3
COc1ccc(NC(=S)Nc2ccc(OCc3ccccc3)cc2)cc1OC
    1	9	1	1	0	2	-2	0.0	-0.4	6
Cc1ccc(-c2nn3c(C)nnc3s2)cc1NC(=O)c1ccc(-c2cccc(Cl)c2)o1
    -12	6	0	-6	11	-18	0	-0.4	-1.3	5
CCCN(C(=O)C(NC(=O)c1ccccc1)C(C)C)c1c(N)n(Cc2ccccc2)c(=O)[nH]c1=O (configuration not stated)
    -10	1	3	-1	0	-3	-3	-1.4	0.4	2
O=C(NCc1ccco1)C1CC(=O)N(c2ccc(F)cc2)C1 (configuration not stated)
    6	-6	1	-6	1	·	-1	-0.1	-2.1	0
O=C(Nc1ccc(F)cc1Cl)C1CCN(C(=O)Nc2ccccc2)CC1
    13	-21	-2	-6	5	2	-1	-1.4	2.1	-1
C=C(C)CSc1cc(C)c(C#N)c2nc3ccccc3n12
    -16	-39	-3	4	-5	2	-1	-0.9	1.0	4
CCc1nnc(NS(=O)(=O)c2ccc(NC(=O)c3cccc4ccccc34)cc2)s1
    5	·	2	-5	-12	-1	-1	-4.2	-1.2	-5
O=S(=O)(N/N=C1/CC(c2ccccc2)Oc2ccccc21)c1ccc(Br)cc1 (configuration not stated)
    -8	·	1	10	·	·	-3	-2.0	0.5	-4

(continued)
Screens by letter – A = dFosB activator; B = Rtt109 HAT inh; C = V-ATPase pHluor; D = Tat transport; E = MITF act; F = Wnt bcat act; G = CAL PDZ FP-1; H = CAL PDZ FP-2; I = CDK5 inh; J = RTF Ca sens act
COc1cc(NC(=O)c2ccc(S(=O)(=O)N(C)c3ccccc3)cc2)cc(OC)c1
  A: -11	B: -7	C: 6	D: 5	E: -15	F: -6	G: -4	H: -0.5	I: -0.1	J: -10

CCOC(=O)N1CCN(CC(=O)N2c3ccccc3CCc3ccccc32)CC1
  A: -4	B: 1	C: -5	D: 0	E: -4	F: 0	G: -3	H: -0.6	I: -0.5	J: -4

C[C@@H](C(=O)Nc1ccc2ccccc2c1)[C@H]1C[C@]1(C)[C@H](NC(=O)c1cnccn1)c1ccccc1
  A: -14	B: 3	C: -9	D: 6	E: 7	F: -1	G: -2	H: -1.7	I: -0.2	J: 2

COc1ccc(-c2cnc(NCc3cc4c(cc3[N+](=O)[O-])OCO4)n2C)cc1
  A: 1	B: 0	C: 3	D: -13	E: 0	F: -4	G: -3	H: 1.1	I: -0.7	J: 6

Cn1nnnc1SCCNC(=O)C1CCC(=O)N(Cc2ccc(Cl)cc2)C1 (configuration not stated)
  A: -2	B: 24	C: -2	D: 0	E: -1	F: -4	G: 5	H: -2.6	I: 0.9	J: -6

O=C(CN1CCOCC1)NCc1ccccc1Cl
  A: -4	B: -4	C: 3	D: -7	E: 0	F: 0	G: -5	H: -2.2	I: 0.0	J: 3

COc1cccc(C2C(C(=O)Nc3ccccc3)=C(C)N=c3s/c(=C/c4ccc(OCC(=O)O)cc4)c(=O)n32)c1 (configuration not stated)
  A: 3	B: 3	C: -4	D: -9	E: -7	F: ·	G: -12	H: -2.7	I: 1.2	J: 5

CCn1c(C)nnc1SCC(=O)Nc1ccccc1OC
  A: 0	B: -8	C: -1	D: 5	E: 12	F: -2	G: ·	H: -0.6	I: 1.1	J: 3

COC(=O)c1ccccc1NC(=O)C1CC(=O)N(c2ccc(C)c(C)c2)C1 (configuration not stated)
  A: -12	B: -2	C: -4	D: -3	E: 1	F: ·	G: 18	H: -1.3	I: 1.4	J: -6

O=C(CC1SC(=NC2CCCCC2)NC1=O)Nc1ccccc1 (configuration not stated)
  A: -2	B: 0	C: -1	D: -1	E: 20	F: -2	G: -2	H: -3.8	I: 0.4	J: -5

O=C(NCc1ccccn1)Nc1ccccc1F
  A: 2	B: -11	C: -1	D: 0	E: 15	F: 3	G: -3	H: -2.0	I: -0.6	J: -3

O=C(c1ccco1)N1CCN(C2=NS(=O)(=O)c3ccccc32)CC1
  A: 0	B: 11	C: 0	D: 11	E: -4	F: -1	G: -1	H: ·	I: 2.5	J: 2

CC(=O)Nc1ccc(S(=O)(=O)N(C)c2ccc(OCC(=O)OCC(=O)N3CCCCC3)cc2)cc1
  A: -10	B: 1	C: -1	D: -2	E: -12	F: -4	G: 1	H: -3.3	I: -1.5	J: -3

COc1cc(OC)c(OC)cc1CNCc1ccco1
  A: -3	B: 4	C: 3	D: -8	E: -10	F: 1	G: 0	H: -3.0	I: 0.0	J: 3

CC1CCCC(N2C(=O)NC(NC(=O)c3ccco3)(C(F)(F)F)C2=O)C1C (configuration not stated)
  A: -4	B: 0	C: -2	D: -3	E: -8	F: ·	G: -1	H: -1.0	I: -0.6	J: -7

CCCN1C(=O)c2ccccc2NC1c1ccc(Cl)cc1 (configuration not stated)
  A: 2	B: -1	C: -3	D: -12	E: -14	F: 2	G: 8	H: -0.7	I: 0.0	J: 2

CCc1oc(C(=O)O)cc1CN(CC)CC
  A: -5	B: -2	C: -3	D: 1	E: ·	F: -1	G: -3	H: 0.6	I: 1.3	J: 1

By substructure, those above with an aryl methoxy group
Screens by letter – A = dFosB activator; B = Rtt109 HAT inh; C = V-ATPase pHluor; D = Tat transport; E = MITF act; F = Wnt bcat act; G = CAL PDZ FP-1; H = CAL PDZ FP-2; I = CDK5 inh; J = RTF Ca sens act
COc1ccc2c(C(=O)CN3CCC(C)CC3)c[nH]c2c1
  A: -2	B: 6	C: 5	D: -3	E: ·	F: ·	G: 0	H: -1.2	I: 1.5	J: 3

COc1ccc(NC(=S)Nc2ccc(OCc3ccccc3)cc2)cc1OC
  A: 1	B: 9	C: 1	D: 1	E: 0	F: 2	G: -2	H: 0.0	I: -0.4	J: 6

COc1cc(NC(=O)c2ccc(S(=O)(=O)N(C)c3ccccc3)cc2)cc(OC)c1
  A: -11	B: -7	C: 6	D: 5	E: -15	F: -6	G: -4	H: -0.5	I: -0.1	J: -10

COc1ccc(-c2cnc(NCc3cc4c(cc3[N+](=O)[O-])OCO4)n2C)cc1
  A: 1	B: 0	C: 3	D: -13	E: 0	F: -4	G: -3	H: 1.1	I: -0.7	J: 6

COc1cccc(C2C(C(=O)Nc3ccccc3)=C(C)N=c3s/c(=C/c4ccc(OCC(=O)O)cc4)c(=O)n32)c1 (configuration not stated)
  A: 3	B: 3	C: -4	D: -9	E: -7	F: ·	G: -12	H: -2.7	I: 1.2	J: 5

CCn1c(C)nnc1SCC(=O)Nc1ccccc1OC
  A: 0	B: -8	C: -1	D: 5	E: 12	F: -2	G: ·	H: -0.6	I: 1.1	J: 3

COc1cc(OC)c(OC)cc1CNCc1ccco1
  A: -3	B: 4	C: 3	D: -8	E: -10	F: 1	G: 0	H: -3.0	I: 0.0	J: 3
